# Pf Dd2 growth = Plasmodium falciparum Dd2 growth inhibition. Potency, µM (titrated, usually from 28.9 µM), without a hit: at the highest dose activity, negative = inhibition, usual class: inhibitors. P. falciparum Dd2 growth, SYBR Green, 72 h. actives 4.3% (n = 120,000); active = well fitted inhibition curve with a large enough effect; inconclusive = small, poorly fitted or top-dose-only effect; inactive = no such curve, though single readings can be large or run the other way;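 note: plate controls were DMSO vehicle for no effect and reference drug for full effect; nearly all actives have a fitted effect of over 65% in size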
#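 Readout: SYBR Green fluorescence, 485 nm excitation, 535 nm emission, after ~16 h lysis at 37C. Before that, Dd2-infected red cells (2.5% hematocrit) grew 72 h with compound, 29 uM top final concentration.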
# Starred values were filed as active, the others as inactive; i = inactive; ? = inconclusive; [ ] = another dose, or the depositor's remark. Potency is the fitted concentration of half-maximal effect. Not all compounds are listed. The share of hits here may be higher or lower than overall.
SMILES,Pf Dd2 growth
COc1ccc(Cn2c(C3CCN(C(=O)COc4cccc(C)c4)CC3)n[nH]c2=O)cc1,?
COc1ccc(CC(=O)NC2CCCN(c3cc(-c4ccc(Cl)cc4)[nH]n3)C2)cc1OC (stereo not given),?
COc1ccc(-c2noc(-c3nc(C(C)C)no3)n2)cc1,9%
O=C(Nc1cccc(Cl)c1)c1csnn1,-1%
CCOc1ccccc1NC(=O)Cn1cnc2sc(C)c(S(=O)(=O)N3CCC(C)CC3)c2c1=O,-1%
Cc1ccc(CNc2ncnc3onc(-c4ccc(F)cc4)c23)cc1,?
CCc1cccc(NC(=O)Cn2c(N3CCc4ccccc4C3)nc(C)cc2=O)c1,?
COc1ccc2c(c1)CCc1c(C(=O)Nc3cnn(Cc4ccc(Cl)cc4Cl)c3)noc1-2,7.9µM*
O=C(c1ccco1)N1CC(Oc2ccccc2-c2nc(-c3ccccc3)no2)C1,4µM*
Cc1ccc(CN2CCCc3nc(C)nc(-c4ccc(O)cc4)c3C2)cc1,2.8µM*
O=C(C1CCC1)N1CCC(c2noc(-c3cccnc3)n2)C1 (stereo not given),i[5.79 µM]
COc1ccc(Cn2nnc3c(=O)[nH]c(C4CCCN(C(=O)c5ccc(C)cc5)C4)nc32)cc1 (stereo not given),?
COc1ccc(-c2nccc3c(=O)cc(N4CCOCC4)oc23)cn1,?
COc1ccc(OC)c(C2c3c(oc4ccc(C)cc4c3=O)C(=O)N2CCCN(C)C)c1 (stereo not given),-3%
COc1cccc(CC(=O)NC2CCCN(c3cc(-c4ccc(F)cc4)[nH]n3)C2)c1 (stereo not given),i
CCS(=O)(=O)N1CC(=O)N(c2ccc(Cl)cc2C)C(C)(C(=O)NC2CCCCCC2)C1 (stereo not given),i
COc1cc2c(cc1C(=O)N1CCC3(CCCN(C)C3=O)C1)CCC2 (stereo not given),-19%
Cc1ccc(Cn2cc3c(n2)-c2c(oc(C(=O)Nc4ccc(F)cc4F)c2C)CC3)cc1,13%
Cc1nnc(N2CCN(c3ccc(Cl)cc3)CC2)c2c1nnn2Cc1ccc(F)cc1,?
COCc1nc2nccc(-c3ccc(OC)cc3)n2n1,-5%
COc1ccccc1C(=O)N1CCC2(CC1)C(=NC1CCCCC1)NC(=O)N2c1cc(F)cc(F)c1,?
O=C(Nc1cccc(-c2nnc3n2CCCC3)c1)c1cc(C2CC2)[nH]n1,4µM*
COc1cc(C2NC(=O)NC(C)=C2C(=O)Nc2cc(C)cc(C)c2)ccc1O (stereo not given),3%
O=C(O)CCC(=O)N1Cc2ccccc2CC2(CCCN2Cc2ccccc2)C1 (stereo not given),-14%
O=S(=O)(NCc1ccccc1)c1ccc2[nH]c3c(c2c1)CCCCC3,3%
CCn1nc(-c2cccc(-c3ccnn3C)c2)nc1N(C)C,-15%
CCNC(=O)Nc1ccc([C@@H](O)[C@H]2COCC(=O)N2CC)cc1,5%[44.1 µM]
Nc1cccn2nc(-c3cccnc3)nc12,i
Cc1noc(C2CCCCCN2C(=O)c2ccoc2)n1 (stereo not given),27%
O=C(Cn1nc2c(cc1=O)CCCC2)N1CCC(c2noc3cc(F)ccc23)CC1,-22%
O=C(c1ccsc1)N1CCCCCC1c1nc(-c2cccnc2)no1 (stereo not given),?
Cc1ccc(Cl)cc1NC(=O)c1ccc(-c2nc(CSc3ccccc3)c(C)o2)cc1,i
COCC(=O)N(C)Cc1ccc(F)cc1,4%[44.1 µM]
O=C1CC2(CCN(C(=O)c3ccccn3)CC2)Oc2ccccc21,-18%[44.1 µM]
O=C(NCCc1ccccn1)C1CC(=O)N(c2n[nH]c3cccc(F)c23)C1 (stereo not given),-18%
O=C(NCC(c1cccnc1)N1CCc2ccccc2C1)C(=O)Nc1ccccc1F (stereo not given),?
COCCN1CCOC[C@H]2CCN(C(=O)C(C)C)C[C@H]21,18%
CC(C)c1ccc(NC(=O)Cn2c(=O)n(CCc3ccccc3)c(=O)c3ccccc32)cc1,14%
CC1=C(C(=O)OC(C)C)C(c2ccccc2Cl)CC(=O)N1Cc1cccc(F)c1 (stereo not given),?
CCc1nnc(SCC(=O)Nc2ccc(OC)c(OC)c2)c2cc3occc3n12,1%
CC(=O)Nc1ccc(S(=O)(=O)N2C[C@@H]3C[C@H](C2)c2ccc(-c4ccc(OC(F)(F)F)cc4)c(=O)n2C3)cc1,2%
COc1cc2c(cc1Oc1cccc(N(C)C)c1)NC(=O)C21CCN(Cc2ccccn2)CC1,i
O=C(CCCc1nc(-c2ccncc2)no1)N1CCCC2(CCNCC2)CC1,-5%
C[C@H]1[C@@H]2[C@@H](O)C([C@H](C)C(=O)NCCN3CCOCC3)CC[C@@]2(C)CC[C@@H]1NC(=O)c1cncnc1 (stereo not given in full),7%
COc1ccc(CNC(=O)C2CCN(C(=O)c3cc4c(=O)[nH]c(C)cn4n3)CC2)cc1,?
O=C(CC1CCN(C(=O)c2ccccc2F)C1)NCc1ccccc1 (stereo not given),23%
O=C(Nc1ccc(Cl)cc1)NC1CCCN(c2nc3ncccc3o2)C1 (stereo not given),?
COc1ccc(C2=CC(c3ccc(N(C)C)cc3)n3nnnc3N2)cc1 (stereo not given),83%[activator]
O=C(NC1CCN(Cc2ccccc2)CC1)C1CC(=O)N(c2n[nH]c3cccc(F)c23)C1 (stereo not given),i
CCOCCOC1CCN(C(=O)NCCc2ccccc2)CC1,-12%
Cc1ccc(-c2ccccc2CN)c(C)c1,5µM*
O=C(c1ccccc1F)N1CC(N(Cc2cccnc2)C(=O)Nc2ccccc2)C1,-26%
Cc1ccc(CSC2=Nc3ccccc3C3=NC(CCC(=O)NCc4cccs4)C(=O)N23)c(C)c1 (stereo not given),39%[activator]
COc1ccccc1-c1nc2cnccn2c1NCCC(=O)Nc1cc(F)ccc1F,i
COc1cc2c(cc1OC)C(COc1ccc3c(C)cc(=O)oc3c1)N(C(=O)c1ccccc1F)CC2 (stereo not given),?
CN1C(=O)C(c2ccccc2)CC12CCN(c1ccnc(N)n1)CC2 (stereo not given),-14%
CN(C)C[C@@H]1CN(S(C)(=O)=O)C[C@H]1NC(=O)c1cccn1C,22%
O=C1CC(c2noc(-c3ccoc3)n2)CN1C1CCCCC1 (stereo not given),i
CCc1nc2c(c(-c3ccc(Cl)cc3)n1)CCN(C(=O)c1ccccc1)CC2,?
CCOc1ccccc1-n1c(C)nc2cc(C(=O)O)ccc21,-12%

# (more compounds)
SMILES,Pf Dd2 growth
O=C(O)C1CCc2nnc(C3CCCN(C(=O)c4cccc(Cl)c4)C3)n21 (stereo not given),0%
O=C(NCc1ccccc1Cl)c1nnc(Cc2cccc(F)c2)o1,-10%
CCc1ccc(S(=O)(=O)N2CCN(C3CCN(Cc4ccccn4)C3=O)CC2)cc1 (stereo not given),i
CN(C)c1cccc(C(=O)NC2CCCN(c3cc(-c4ccc(Cl)cc4)[nH]n3)C2)c1 (stereo not given),-11%
CCCN1CCCC12Cc1ccccc1CN([S+](=O)([O-])c1ccccc1)C2 (stereo not given),?
COc1cccc(CCC(=O)N2CCC(c3n[nH]c(=O)n3-c3ccccc3)CC2)c1,i
COCC(=O)NC1CCC12CCN(Cc1ccccn1)CC2 (stereo not given),-6%
Cc1nc(N2CCC(C(=O)NCC3CCCO3)CC2)cc(C(F)(F)F)n1 (stereo not given),42%[activator]
CN(Cc1ccccc1)C(=O)[C@H]1CN(Cc2ccccc2)C[C@H]1C(=O)O,0%
O=S(=O)(NCCc1nnc2ccc(SCc3ccccc3Cl)nn12)c1ccccc1,?
COc1ccc(-c2cc3nc(C)c(CCC(=O)NC4CCCCC4)c(C)n3n2)c(OC)c1,?
CCNC(=O)N(C1CC1)C1CCOC2(CCN(C(=O)Nc3ccccc3F)CC2)C1 (stereo not given),20%
CCc1ccc(-n2nc3ccc(NC(=O)c4cc5ccccc5o4)cc3n2)cc1,48%[activator]
COc1ccc(-c2nc(C(C)C)nc3c2CN([S+](=O)([O-])c2ccccc2)CC3)cc1,?
COc1ccccc1CNC(=O)CCCn1c(=O)c2ccccc2n(Cc2ccccc2C#N)c1=O,-17%
CCOCN(C(=O)Cn1c(C)nc2ccccc21)c1c(C)cccc1CC,32%[activator]
O=C1CC(c2ccccc2)N(C(=O)CNC(=O)Nc2ccccc2F)CCCCCN1 (stereo not given),i
O=C(/C=C/c1ccc(Cl)cc1)Nc1nc(-c2cccs2)ns1,?
Nc1c(C(=O)Nc2ccccc2Br)sc2nc(-c3cccs3)ccc12,-11%
COc1cccc(N2CCN(C(=O)c3ccc4c(=O)n(CCc5ccccc5)c(=O)[nH]c4c3)CC2)c1,?
O=C(CSc1ncc2c(n1)-c1ccccc1N(Cc1ccc(F)cc1)S2(=O)=O)c1ccc(Br)cc1,?
CCOC(=O)CC(NC(=O)c1cc2cc(Br)cc(OC)c2oc1=O)c1ccc(OC)cc1 (stereo not given),4%
O=c1cc(-c2cccnc2)oc2c(-c3ccccc3Oc3ccccc3)nccc12,?
O=C(CCc1nc2ccccc2s1)N1CCC(Cc2nc(C3CC3)n[nH]2)CC1,?
FC(F)(F)c1cccc(-c2cc(-c3ccncc3)c3cncn3c2)c1,-13%[44.1 µM]
CCN1c2cc(C(=O)NCc3ccccc3)ccc2C(=O)N2CCCCC21 (stereo not given),-4%
COc1ccc(CN2C=C(C(=O)OCc3nc(-c4cccc(C)c4)no3)C(C)=NS2(=O)=O)cc1,?
CCCCn1cc(S(=O)(=O)c2ccc(OC)cc2)c(=O)c2cc(F)c(N3CCOCC3)cc21,11µM*
CCN1c2cc(C(=O)Nc3cc(F)ccc3F)ccc2C(=O)N2CCCCCC21 (stereo not given),i
Cn1cnc(S(=O)(=O)N2CCC(C(=O)NCc3ccccc3Cl)CC2)c1,88%[activator]
Cc1nc(-c2ccc(OC3CCN(C(=O)c4nn(C)c5ccccc45)C3)cc2)no1 (stereo not given),i[5.79 µM]
CCn1nc(C)cc1C(=O)NCc1cccnc1Oc1ccccc1C,-14%
COc1cccc(C(=O)N2CCC(N3CCCCCC3=O)CC2)c1,3%[44.1 µM]
Cc1ccc(C)c(NC(=O)Cn2nnc(C(=O)NCc3ccccc3Cl)c2N)c1,i
COc1ccccc1-c1nnc(SCC(=O)c2ccc(Cl)cc2)n1-c1ccccc1,?
Cc1ccc2[nH]c(=O)c3cc(C(=O)NCc4cccc(Cl)c4)sc3c2c1,?

# Looked up by structure from the entries so far, two records:
SMILES,Pf Dd2 growth
O=C(Nc1ccc(Cl)cc1)NC1CCCN(c2nc3ncccc3o2)C1 (stereo not given),?
CC(C)c1ccc(NC(=O)Cn2c(=O)n(CCc3ccccc3)c(=O)c3ccccc32)cc1,14%

# Next entries
SMILES,Pf Dd2 growth
COC(=O)c1c(NC(=O)CCCOc2ccc(C)cc2)sc2c1CCCC2,113%[activator]
COc1ccc(NC(=O)N[C@H]2CO[C@H]3[C@@H]2OC[C@H]3OC(=O)Nc2ccc(Oc3ccccc3)cc2)cc1,?
N#Cc1ccccc1CSc1nnc2ccc3ccccc3n12,-15%[0.594 µM]
CCOCCN1C(=O)COC[C@@H]1[C@H](O)c1ccc(NC(=O)C(CC)CC)cc1,3%[44.1 µM]
COc1cccc(CNC(=O)CSc2c3c(nc4ccc(Cl)cc24)CCCC3)c1OC,?
Cc1ccccc1CN1C(=O)c2ccccc2Sc2ccc(C(=O)NCCc3ccccc3)cc21,?
O=C(Cn1ccn2nc(-c3ccccc3)c(CO)c2c1=O)N1CCCc2ccccc21,-5%
O=C(NCC(c1ccco1)S(=O)(=O)c1cccs1)c1ccc(F)c(F)c1 (stereo not given),i
COc1cc(NC(=O)c2cc3cc4cc(OC)ccc4nc3o2)cc(OC)c1,?
Clc1ccc(C2Cn3nnc(-c4noc(-c5ccc6c(c5)OCO6)n4)c3CO2)cc1 (stereo not given),i
O=C(Cc1ccc(Cl)cc1)NCc1nnc2ccc(-c3ccc(F)cc3)nn12,?
CCc1ccccc1NC(=O)C1=C(C)C(=O)OC12CCCCCC2,i

# Of the compounds above, 14 contain an NH in an aromatic ring.
SMILES,Pf Dd2 growth
COc1ccc(Cn2c(C3CCN(C(=O)COc4cccc(C)c4)CC3)n[nH]c2=O)cc1,?
COc1ccc(CC(=O)NC2CCCN(c3cc(-c4ccc(Cl)cc4)[nH]n3)C2)cc1OC (stereo not given),?
COc1ccc(Cn2nnc3c(=O)[nH]c(C4CCCN(C(=O)c5ccc(C)cc5)C4)nc32)cc1 (stereo not given),?
COc1cccc(CC(=O)NC2CCCN(c3cc(-c4ccc(F)cc4)[nH]n3)C2)c1 (stereo not given),i
O=C(Nc1cccc(-c2nnc3n2CCCC3)c1)c1cc(C2CC2)[nH]n1,4µM*
O=S(=O)(NCc1ccccc1)c1ccc2[nH]c3c(c2c1)CCCCC3,3%
O=C(NCCc1ccccn1)C1CC(=O)N(c2n[nH]c3cccc(F)c23)C1 (stereo not given),-18%
COc1ccc(CNC(=O)C2CCN(C(=O)c3cc4c(=O)[nH]c(C)cn4n3)CC2)cc1,?
O=C(NC1CCN(Cc2ccccc2)CC1)C1CC(=O)N(c2n[nH]c3cccc(F)c23)C1 (stereo not given),i
CN(C)c1cccc(C(=O)NC2CCCN(c3cc(-c4ccc(Cl)cc4)[nH]n3)C2)c1 (stereo not given),-11%
COc1cccc(CCC(=O)N2CCC(c3n[nH]c(=O)n3-c3ccccc3)CC2)c1,i
COc1cccc(N2CCN(C(=O)c3ccc4c(=O)n(CCc5ccccc5)c(=O)[nH]c4c3)CC2)c1,?
O=C(CCc1nc2ccccc2s1)N1CCC(Cc2nc(C3CC3)n[nH]2)CC1,?
Cc1ccc2[nH]c(=O)c3cc(C(=O)NCc4cccc(Cl)c4)sc3c2c1,?

# New compounds follow.
SMILES,Pf Dd2 growth
COc1cccc(CNC(=O)CN(c2ccc(C(C)C)cc2)S(=O)(=O)c2c(C)noc2C)c1,?
CCc1nccn(Cc2nnc(C3CC(N)C3)n2CCOC)c1=O (stereo not given),3%
CCc1ccccc1NC(=O)CCNS(=O)(=O)c1ccc2c(c1)CCCC(=O)N2,15%
COc1ccc(CNC(=O)c2ccc(CN3C(=O)NC4(CCOCC4)C3=O)cc2)cc1,24%
